TDP43 rescue: rescues yeast growth from TDP-43 toxicity; Potency, µM (titrated, usually from 46.1 µM), inactives show at the highest dose growth rescue (activation), actives largely listed as activators; TDP-43 expressing yeast growth rescue, BacTiter-Glo, 24 h; hit rate 1.8% among 410,000; note: potency is the fitted concentration of half-maximal effect; % of control where 0% means no effect; nearly all actives have a fitted effect of over 50% in size
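Yeast expressing TDP-43 (pregrown in raffinose, seeded at OD600=0.02 in galactose medium) exposed to compounds 24 hr at 30 deg C. Growth read by BacTiter-Glo luminescence; rescue of toxicity appears as increased signal.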
aSyn rescue: rescues yeast growth from alpha-synuclein toxicity; Yeast expressing alpha-synuclein, growth rescue, BacTiter-Glo, 24 h; Potency, µM (doses to about 46.1 µM), inactives show at the top dose growth rescue (activation), usual class: activators; hit rate 0.14% among 370,000; AID 652106; note: potency is the fitted concentration of half-maximal effect; % of control where 0% means no effect; nearly all actives have a fitted effect of over 65% in size
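Readout is rescue of growth in alpha-synuclein-expressing yeast, so inhibitors of toxicity appear as activators. Growth after 24 hr at 30 deg C in galactose medium is quantified by luminescence.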
GLP1R ag: agonists of human GLP-1 receptor; HEK293 GLP-1R CRE-luciferase, luminescence, 4-6 h; cells express a hypersensitive GLP-1R form; Potency, µM (series often up to 45.6 µM), without a hit: at the highest dose activation, actives largely listed as activators; hit rate 0.007% among 380,000; AID 624172; note: potency is the fitted concentration of half-maximal effect; % of control where 0% means no effect
Target sequence (P43220 whole entry, looked up): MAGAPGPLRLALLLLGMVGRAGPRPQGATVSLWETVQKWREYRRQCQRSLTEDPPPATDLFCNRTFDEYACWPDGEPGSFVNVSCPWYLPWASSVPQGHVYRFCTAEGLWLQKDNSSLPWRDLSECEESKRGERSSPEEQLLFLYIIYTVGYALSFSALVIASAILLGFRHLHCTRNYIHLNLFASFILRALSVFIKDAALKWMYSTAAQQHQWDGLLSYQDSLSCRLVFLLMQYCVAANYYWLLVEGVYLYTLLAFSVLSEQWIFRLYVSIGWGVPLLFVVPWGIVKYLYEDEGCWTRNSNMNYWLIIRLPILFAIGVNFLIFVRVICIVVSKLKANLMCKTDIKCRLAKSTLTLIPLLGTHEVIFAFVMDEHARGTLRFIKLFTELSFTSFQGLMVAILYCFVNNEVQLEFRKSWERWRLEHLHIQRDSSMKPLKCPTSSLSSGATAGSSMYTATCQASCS
GLP1R inv ag: inverse agonists of human GLP-1 receptor | hit rate 1.6% among 410,000 | HEK293 GLP-1R CRE-luciferase, luminescence, 24 h; GLP-1R form is constitutively active | AID 624417 | P43220 | Potency, µM (highest dose often 38.3 µM), for inactives: top-dose activity change, negative = inhibition, usual class: inhibitors; note: potency is the fitted concentration of half-maximal effect; % is set by controls: 0 for no effect and ±100 for the full control effect; nearly all actives have a fitted effect of over 55% in size
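Readout was luciferase luminescence, measured 12 min after detection reagent at room temperature. Beforehand, GLP-1R reporter HEK293 cells had sat 12 h, then received compounds for 24 hr at 37 deg C.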
PTHR1 agonist: PTHR1 (human) receptor agonism; Q03431; HEK293 GP2 PTHR1 cells, GloSensor cAMP luminescence, 1 h; Potency, µM (titrated, usually from 115 µM), for the others: at the highest dose activation, most hits filed as activators; hit rate 0.075% among 410,000; AID 743266; note: potency is the fitted concentration of half-maximal effect; nearly all actives have a fitted effect of over 55% in size; some results filed as inactive show a strong effect at the top dose; inactives centre near -15; many of its hits are not listed in these tables
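HEK-293-derived GP2 cells expressing PTHR1 and a GloSensor cAMP reporter, 3,000/well, plated overnight, given luciferin plus IBMX (each 0.5 mM as added) for 1 h at 37 °C, then compound for 1 h at 37 °C. Luminescence was read after 15 min at room temperature.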
DRD3 antagonist: blocks the human D3 dopamine receptor; P35462; D3R cells, DiscoveRx beta-arrestin luminescence, antagonist mode; active compounds read low; max response, negative = inhibition, %; hit rate 2.5% among 360,000; in the data active = max response below about -50%; inconclusive = no clear call, values can overlap the other calls; note: % is set by controls: 0 for no effect and ±100 for the full control effect; mostly tested at two doses, the higher about 12 µM
Target sequence (P35462 whole entry, looked up): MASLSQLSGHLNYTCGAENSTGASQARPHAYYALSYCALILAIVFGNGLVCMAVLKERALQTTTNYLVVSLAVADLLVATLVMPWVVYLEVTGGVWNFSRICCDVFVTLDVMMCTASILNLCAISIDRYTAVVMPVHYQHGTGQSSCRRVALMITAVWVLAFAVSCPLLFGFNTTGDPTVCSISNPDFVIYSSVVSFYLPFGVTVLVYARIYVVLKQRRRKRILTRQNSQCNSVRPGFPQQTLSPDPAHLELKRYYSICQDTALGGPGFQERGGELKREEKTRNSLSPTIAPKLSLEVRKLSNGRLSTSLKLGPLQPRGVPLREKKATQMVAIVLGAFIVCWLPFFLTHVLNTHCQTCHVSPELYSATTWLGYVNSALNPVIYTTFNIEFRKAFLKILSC
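Cells expressing the human receptor were seeded at 1500 cells/well, incubated overnight at 37 degrees C in 5% CO2, then exposed to library compounds with dopamine controls for 90 minutes at 37 degrees C before luminescent detection.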
FUS yeast rescue: FUS proteinopathy suppression in yeast. S. cerevisiae FUS-expressing, growth rescue, OD600, 24 h. Potency, µM (titrated, usually from 76.6 µM), for the others: at the top dose growth rescue (activation), most hits filed as activators. hit rate 0.24% among 390,000;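 note: potency is the fitted concentration of half-maximal effect; plate controls were DMSO vehicle for no effect and reference control for full effect; nearly all actives have a fitted effect of over 55% in size; some results filed as inactive show a strong effect at the top dose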
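Cultures pregrown in 2.5% raffinose medium are shifted to minimal medium containing 2% galactose to express toxic FUS. Compounds are tested at several concentrations. After 24hr at 30C, growth is quantified at 600 nm absorbance.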
Abeta rescue: restores growth of yeast expressing A-beta42 peptide. yeast expressing A-beta42, growth rescue, OD600, 48 h; response scale: 0% DMSO, 100% iron-clioquinol control. Potency, µM (doses to about 46.1 µM), for the others: top-dose growth rescue, usual class: activators. hit rate 0.063% among 410,000; note: potency is the fitted concentration of half-maximal effect; nearly all actives have a fitted effect of over 55% in size
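Growth rescue measured by 600 nm absorbance after 48 h yeast culture at 30 C with compound. Values normalized between DMSO and an equimolar ferric chloride plus clioquinol control.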
Akt phos inh: inhibitors of Akt phosphorylation. Neuro2A IGF-stimulated pAkt S473 HTRF, 20 min; active compounds read low. activity change, % for hits at 50 µM. hit rate 0.32% among 360,000; in the data active = activity change below about -80%; inconclusive = mostly about -51% to -80%; note: % is set by controls: 0 for no effect and ±100 for the full control effect
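Single-point screen (50 µM final compound) in Neuro2A cells stimulated 20 min with 6 nM IGF at 37 deg C. After lysis, Ser473-phosphorylated Akt read by HTRF (ex 330 nm, em 615/665 nm) as the 665/615 ratio.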
* hit, by the source's call; i = inactive; ? = inconclusive; nt = not tested or not shown; & = joins results of further samples; [ ] = remark or other dose. Unless noted, calls come from the whole dose curve; as a rule, active = well fitted curve in the direction sought with a large enough effect; inconclusive = small, poorly fitted or top-dose-only effect, or another doubt; inactive = no such curve, though single readings can be large; an effect the other way counts as inactive or inconclusive.

Below each SMILES – TDP43 rescue	aSyn rescue	GLP1R ag	GLP1R inv ag	PTHR1 agonist	DRD3 antagonist	FUS yeast rescue	Abeta rescue	Akt phos inh
CCOC(=O)c1ccc(NC2OC(=O)c3ccccc32)cc1 (configuration not stated)
→ -6%	0%	-3%	0%	-1%[57.5 µM]	6	15%	-14%	i
CC(=O)/C(N=Nc1c(C)n(C)n(-c2ccccc2)c1=O)=C(\C)O
→ -18%[9.22 µM]	4%	8%	-5%	i	2	-2%	-11%	i
Cc1nc(NCc2ccco2)c2cn[nH]c2n1
→ -4%	-4%	12%	31%	-20%	3	-13%	7%	i
COCCNC(=O)C1(C)CCCN(CCC(=O)c2ccc(Br)cc2)C1 (configuration not stated)
→ 23%	-9%	-7%	23%	i	0	-15%	5%	i
CCc1nnc(NC(=O)CCC(=O)N2CCN(c3cccc(Cl)c3)CC2)s1
→ 11%	9%	1%	?	i	-2	9%	1%	i
Cc1cc(NC(=O)NC2CC(=O)N(c3ccc4c(c3)OCCO4)C2)no1 (configuration not stated)
→ -3%	4%	4%	19%	i	7	6%	-17%	i
COc1cc(OC)c(NC(=O)c2sc3ncn(CC(=O)N4CCOCC4)c(=O)c3c2C)cc1Cl
→ -3%	-1%	2%	2%	-2%	4	-10%	-1%	i
C=CCN(CC=C)C(=O)c1ccc(OC2CCN(C(C)=O)CC2)c(OC)c1
→ 2%	0%	0%	26%	-16%	11	-19%	-5%	i
O=C(Nc1ccccc1NC(=O)c1c(F)c(F)c(F)c(F)c1F)c1c(F)c(F)c(F)c(F)c1F
→ 12%	12%	-13%	19%	-1%[57.5 µM]	48	1%	-11%	i
O=C(CSc1n[nH]c(=O)n1CCc1ccccc1)NC1CCCC1
→ 15%	0%	0%	1%	-23%	18	-34%	-3%	i
COc1ccc(OCCCC(=O)OCC(=O)Nc2sccc2C(N)=O)cc1
→ -12%	-4%	11%	21%	-20%	21	16%	-4%	i
CCC(=O)N1CCN(c2ccc(NC(=O)c3cccs3)cc2)CC1
→ -4%	-10%	1%	-9%	-1%[57.5 µM]	11	14%	-9%	i
C[C@@H](C(=O)NC1CCCC1)N1C(=O)N2CCc3c([nH]c4ccccc34)[C@@]2(C)C1=O
→ 4%	-2%	6%	-29%	-30%	0	6%	5%	i
O=C(CCOc1ccccc1)Nc1ccc([N+](=O)[O-])cc1
→ -13%[0.397 µM]	-6%	18%	?	-13%	-14	-3%	-1%	i
O=C(NCC(c1cccs1)N1CCOCC1)c1cnc(Cl)c(Cl)c1 (configuration not stated)
→ 9%	-1%	-21%	-14%	-18%	-15	nt	2%	i
CCOC(=O)C1CCN(S(=O)(=O)c2ccc3c(c2)CCN3C(C)=O)CC1
→ 10%	-4%	-1%	0%	-15%	15	13%	-6%	i
OCCN1CCN(C2Cc3cc(Cl)ccc3Sc3ccc(Cl)cc32)CC1 (configuration not stated) (tested in a mixture with another compound)
→ -10%	-7%	8%	?	-13%	-72*	22%	-6%	i
COc1cccc(CNC(=O)c2ccc3oc(=O)n(Cc4ccccc4)c3c2)c1
→ 25µM*	nt	nt	-25%	-9%	nt	32%	?	nt
COc1ccc(NC(=O)C2CCCC2)cn1
→ 1%	3%	2%	12%	i	7	-31%	-8%	i
C/C(=C\C(=O)C(F)(F)F)Nc1ccc(C)cc1
→ 16%	1%	0%	32%[activator]	i	-4	nt	2%	i
COc1ccccc1NC(=O)CSc1nccc(-c2ccco2)n1
→ 16µM*	27%	18%	20%	0%	3	14%	-4%	i
CN1CCN(C(=O)/C(=C\c2cccs2)NC(=O)c2cccs2)CC1
→ 9%	-5%	12%	9%	i	-8	-2%	7%	i
Cc1ccccc1Nc1ncc(C#N)c(N)n1
→ 24%	0%	-4%	4%	-22%	13	-14%	10%	i
COC(=O)N/N=C/c1cn(CCOc2ccccc2OC)c2ccccc12
→ 16%	3%	17%	1%	-11%	-2	4%	8%	i
COc1ccc(C(C)(C)C)cc1NC(=O)CN(C)C1=NS(=O)(=O)c2ccccc21
→ 8%	4%	9%	-14%	-20%	-1	9%	-5%	i
COc1cc(S(=O)(=O)N(C)C2CCCCC2)c(C)cc1C
→ 24%	11%	13%	?	-44%[inhibitor]	2	7%	12%	i
CC(=O)c1c[nH]c(C(=O)Nc2ccc(N3CCCCCC3)cc2)c1
→ 4%	5%	1%	-12%	-24%	-25	nt	3%	i
Cc1ccc(-c2nnn(CC(=O)N(CC(=O)NC3CCCC3)c3cnc4ccccc4c3)n2)o1
→ 1%	26%	-2%	1%	-14%[57.5 µM]	8	15%	1%	i
COc1ccccc1NC(=O)c1ccc2c(c1)nnn2C
→ 0%	-7%	-3%	12%	5%	-18	-22%	-4%	i
Cc1ccc(NC(=Nc2ccc(Br)cc2)N2CCOCC2)cc1C
→ 0%	-2%	16%	?	-3%	-7	14%	-6%	i
COC(=O)CCc1c(C)c(C(=O)c2cc(F)c(F)c(F)c2F)c2ccccn12
→ 9%	1%	3%	21%	?	-7	-27%	10%	i
CCOC(=O)C1(C)NC(c2ccc(OC)c(OC)c2)C2C(=O)N(CC)C(=O)C21 (configuration not stated)
→ 2%	1%	-7%	4%	i	14	-3%	20%	i
Cc1cc(Cl)c2oc(C(=O)N3CCN(C4CCS(=O)(=O)C4)CC3)c(C)c2c1 (configuration not stated)
→ 18%	10%	3%	29%	i	16	9%	13%	i
Cc1cccc(CN2CCN(C3CN(Cc4cn(Cc5ccccc5F)nn4)S(=O)(=O)C3)CC2)c1 (configuration not stated)
→ 21%	-1%	-4%	-3%	-14%	7	-5%	7%	i
CCOCC(=O)Nc1cc(-c2cn3cccnc3n2)ccc1C
→ -10%	2%	-8%	-7%	i	6	-21%	12%	i
COc1cc(NC(=O)Cc2ccccc2)ccc1NC(=O)c1ccco1
→ ?	2%	3%	9%	i	7	28%	14%	i
COc1ccc(C(=S)Nc2ccc(N(C)C)cc2)cc1
→ -4%	4%	-9%	-14%	-14%	?	0%	16%	i
CC(=O)c1nn(-c2ccccc2)cc1C(=O)c1cccc(Br)c1
→ -4%	-3%	-2%	4%	i	-8	-39%	-9%	i
Cc1onc(-c2ccccc2)c1C(=O)N/N=C/c1ccc([N+](=O)[O-])c(O)c1
→ 10%	10%	3%	5%	-16%	-5	6%	2%	i
CC(=O)c1cccc(NC(=O)CSc2nc(=O)n(Cc3ccco3)c3c2CCC3)c1
→ 12%	nt	nt	11%	-23%	nt	39%	-6%	nt
Brc1ccc(-n2c(SCc3nc4ccccc4[nH]3)nnc2-c2ccncc2)cc1
→ -27%	0%	-1%	25%	i	24	nt	3%	i
O=C(CC1C(=O)NCCN1C(=O)c1ccccc1)Nc1cc(Cl)ccc1Cl (configuration not stated)
→ 21%	-5%	-7%	9%	-24%	-13	nt	3%	i
O=C(O)c1cc(N2CCOCC2)nc2ccccc12
→ 0%	-12%	-4%	13%	i	-5	-22%	-7%	i
O=C(COC(=O)c1c(Cl)cccc1Cl)Nc1ccccc1Br
→ 14µM*	3%	-2%	?	-26%	0	nt	8%	i
Cc1cc(NS(=O)(=O)c2cc(Cl)sc2Cl)no1
→ ?	2%	-2%	31%[activator]	i	14	1%	-7%	i
Cc1ccccc1OCCn1cc(C(=O)C(=O)N2CCOCC2)c2ccccc21
→ 4%[9.22 µM]	8%	16%	-27%	i	-7	28%	6%	i
COc1ccc(-c2nc(SCC(=O)Nc3ccc4c(c3)OCO4)c(-c3ccc(F)cc3)[nH]2)cc1OC
→ 6%	nt	nt	10%	i	nt	28%	1%	nt
O=C(Nc1ccccc1)c1sc(Cl)nc1-c1ccccc1
→ 24%	5%	-9%	-17%	-11%	2	3%	15%	i
CC(=O)Nc1ccc(C2=NNC(=NCC3CCCO3)SC2)cc1 (configuration not stated)
→ -6%	-7%	2%	-20%	-6%	-8	nt	1%	i
CC(C)CCN1C(=O)c2ccc(C(=O)Nc3ccc(Br)cc3C(=O)O)cc2C1=O
→ 3%	1%	0%	-2%	i	9	-16%	-21%	i
CCN(CC)c1nc2c(c(=O)n(C)c(=O)n2C)n1CC(=O)c1ccccc1
→ -14%	-2%	12%	27%	i	-4	0%	3%	i
CC(C)C(=O)NC(c1ccccc1)c1cc([N+](=O)[O-])c2cccnc2c1O (configuration not stated)
→ -2%	-1%	-15%	?	-22%	-77*	20%	11%	i
CCOc1ccc(NC(=O)CCn2c(=O)[nH]c3ccsc3c2=O)cc1
→ 1%	7%	5%	0%	i	-11	-13%	16%	i
CC(=O)Oc1ccccc1C(=O)O
→ 11%	7%&-7%	-1%&0%	1%	-10%	?	-32%	-26%	i
Cc1nn2c(nc1=O)NNC2(C)C(C)(C)C (configuration not stated)
→ 3%	3%	-2%	?	-15%	1	-17%	3%	i

This is a subset. The share of hits here may be higher or lower than overall.
